SUMO1 PPI mod = alters human SUMO1 binding to SIM partners | P63165 | SUMO1 binding to a labelled peptide, TR-FRET, 1 h | inhibition, % at 20 µM | 360,000 compounds, 0.33% hits | AID 602429; in the data active = inhibition above about 37%
NadD inh = blocks S. aureus nicotinate mononucleotide adenylyltransferase | purified NadD enzyme, colorimetric absorbance read-out | 360,000 compounds, 0.78% hits | inhibition, % at 20 µM | AID 602399; in the data active = inhibition above about 26%; note: some compounds past the cut are filed as inactive
Rpn11 inh = inhibitors of human proteasome Rpn11; O00487; human 26S proteasome, Ub4-pepOG fluorescence polarization; 20S core pre-blocked with epoxomicin; calls only at 20 µM; 360,000 compounds, 0.59% hits;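 active = inhibition at 20 µM, scaled to each plate's controls, above about 33%, limit read from the data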
STEP inh = blocks human striatal-enriched tyrosine phosphatase; 360,000 compounds, 0.25% hits; P54829; recombinant STEP, OMFP fluorogenic substrate, fluorescence; AID 588621; inhibition, % at 20 µM;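 active = inhibition at 20 µM, scaled per plate between control wells, above about 37%, limit read from the data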;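 note: 0% = DMSO with enzyme and substrate and 100% = substrate only without enzyme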
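Material: STEP (striatal-enriched tyrosine phosphatase) enzyme, cell-free; Compound dosing: 20 µM single dose in 1% DMSO; Technique: fluorescence read at 480 nm ex / 540 nm em; Times: reaction 20 min, ambient temperature; Medium: 50 mM Bis-Tris pH 6.0 with 2.5 mM DTT and 0.005% Tween 20; Also added: OMFP at 25 µM.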
MT1-MMP act inh = blocks activation of human MT1-MMP; GFP/RFP ratio change, % at 20 µM; HT1080 RFP-PRO-GFP cells, GFP/RFP ratio fluorescence, overnight; percent of plate control window, DMSO zero; 360,000 compounds, 0.061% hits; AID 651647;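 active = GFP/RFP ratio change of at least 30% with cell ATP level not reduced by more than half and red fluorescence within 50% of control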; note: strong numbers were not always called active
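Compound: 20 µM single dose, 1% DMSO / System: HT1080 RFP-PRO-GFP cells / Controls: DMSO and RFP-L50D-GFP cell wells / Read-out basis: GFP/RFP fluorescence ratio / Schedule: overnight compound exposure at 37 °C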
NRP1-CendR mod = alters CendR peptide binding to human NRP-1. 360,000 compounds, 0.85% hits. O14786. FAM-RPARPAR peptide binding to NRP-1, fluorescence polarization. inhibition, % at 25 µM;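 active = inhibition or corrected inhibition above about 18%, plus a signal ratio from 0.5 to 1.5, limit read from the data, passing the limit was not always enough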; note: strong numbers were not always called active
LMPTP inh = LMPTP (human) inhibition; P24666; recombinant LMPTP-A, OMFP fluorogenic substrate, fluorescence intensity; inhibition, % at 20 µM; 360,000 compounds, 0.22% hits;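 active = compounds that cut the enzyme signal by at least half of the control window in the single-dose screen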;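 note: plate controls were DMSO wells with enzyme plus substrate for no effect and substrate without enzyme for full effect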
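Test system: LMPTP-A phosphatase enzyme; input: 0.625 nM LMPTP-A final; reagent: OMFP substrate, 400 µM final; compound dosing: 20 µM single dose, 3% DMSO; incubation: 50 min dark incubation at room temperature; measured by: endpoint fluorescence intensity from OMFP dephosphorylation; measure: % inhibition relative to no-enzyme and uninhibited control wells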
Scp-1 inhibitor = blocks human Scp-1 phosphatase activity. AID 493091. Q9GZU7. 340,000 compounds, 0.88% hits. inhibition, % at 20 µM. Recombinant Scp1, phosphopeptide, malachite green phosphate absorbance;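 active = inhibition above about 50% at 20 µM, limit read from the data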;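 note: plate controls were DMSO wells with enzyme for no effect and wells lacking enzyme for full effect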
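System: truncated SCP-1 phosphatase (76-261aa); medium: Tris acetate buffer pH 5.5 with MgCl2 and Tween-20; incubation: 45 min room-temperature reaction, 5 min colour, 30 min stabiliser; compound: single 20 µM dose, 1% DMSO; reagent: Phosphorylated 17-residue peptide substrate; read-out: % inhibition at 20 µM; technique: colorimetric free-phosphate detection, absorbance 630 nm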
SKN-1 inh = C. elegans SKN-1 inhibition; C. elegans VP596 Pgst-4::GFP/RFP ratio, acrylamide-induced, 24 h; inhibition, % at 21.8 µM; 360,000 compounds, 0.49% hits; AID 624304;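 active = interference check ratio from 0.5 to 1.5 plus GFP to RFP signal ratio inhibition reaching or exceeding a fixed threshold, cut at about 30% in these data, passing the limit was not always enough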; note: some compounds called inactive have numbers as strong as hits
DNMT1 block = blocks human DNA methyltransferase DNMT1. 360,000 compounds, 0.83% hits. P26358. DNMT1 molecular beacon, Hinp1I cleavage, fluorescence. inhibition (reported as % activation of signal), % at 10 µM; in the data active = inhibition above about 50%
Target sequence (P26358 504-1616 limits assumed): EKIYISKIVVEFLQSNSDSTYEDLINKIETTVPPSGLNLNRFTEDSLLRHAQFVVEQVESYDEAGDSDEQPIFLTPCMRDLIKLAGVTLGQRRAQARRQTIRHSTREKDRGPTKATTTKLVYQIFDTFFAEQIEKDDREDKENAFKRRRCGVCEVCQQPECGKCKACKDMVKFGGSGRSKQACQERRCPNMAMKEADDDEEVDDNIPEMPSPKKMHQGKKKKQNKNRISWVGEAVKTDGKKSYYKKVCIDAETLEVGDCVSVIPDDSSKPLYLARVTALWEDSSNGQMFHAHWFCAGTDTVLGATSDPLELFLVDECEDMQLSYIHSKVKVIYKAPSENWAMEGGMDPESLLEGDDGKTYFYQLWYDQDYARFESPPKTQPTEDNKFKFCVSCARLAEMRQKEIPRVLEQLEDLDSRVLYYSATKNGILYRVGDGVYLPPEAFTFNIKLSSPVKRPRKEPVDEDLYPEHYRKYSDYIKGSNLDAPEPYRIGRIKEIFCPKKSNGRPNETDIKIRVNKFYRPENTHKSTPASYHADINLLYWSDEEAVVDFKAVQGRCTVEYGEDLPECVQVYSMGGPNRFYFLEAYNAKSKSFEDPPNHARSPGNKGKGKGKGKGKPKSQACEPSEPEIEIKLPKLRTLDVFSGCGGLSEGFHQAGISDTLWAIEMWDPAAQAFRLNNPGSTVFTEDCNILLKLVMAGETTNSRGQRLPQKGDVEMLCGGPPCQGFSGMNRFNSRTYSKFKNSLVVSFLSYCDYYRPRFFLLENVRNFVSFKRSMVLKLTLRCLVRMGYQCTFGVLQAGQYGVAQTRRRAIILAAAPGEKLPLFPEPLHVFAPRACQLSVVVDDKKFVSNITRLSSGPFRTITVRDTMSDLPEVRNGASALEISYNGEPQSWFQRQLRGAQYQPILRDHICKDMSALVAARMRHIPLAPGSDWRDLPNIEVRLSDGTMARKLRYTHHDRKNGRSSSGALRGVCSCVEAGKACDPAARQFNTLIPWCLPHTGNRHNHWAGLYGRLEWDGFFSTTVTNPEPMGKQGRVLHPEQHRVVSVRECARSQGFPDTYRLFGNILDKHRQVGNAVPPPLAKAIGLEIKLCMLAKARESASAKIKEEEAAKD
* marks the source's active call; other numbers are inactive results; i = inactive.

SMILES	SUMO1 PPI mod	NadD inh	Rpn11 inh	STEP inh	MT1-MMP act inh	NRP1-CendR mod	LMPTP inh	Scp-1 inhibitor	SKN-1 inh	DNMT1 block
Cc1ccc(NC(=O)c2ncn(CCCNCc3ccc4c(c3)OCO4)n2)cc1C	0	-10	i	-2	3	-8	-1.7	4	-8	-2
CN(CC(=O)Nc1ccccc1C(F)(F)F)C(=O)C1CC1	6	-5	i	-2	-2	14	0.0	-1	-26	3
O=C(NNc1ccc(F)cc1F)c1c(F)cccc1Cl	5	-1	i	-3	1	19	-1.8	-10	-10	1
O=C(Nc1ccc(S(=O)(=O)N2CCCc3ccccc32)cc1)C1CCCO1 (stereo not drawn)	3	-9	i	-1	4	0	-0.6	-8	13	1
CCN(Cc1nc2cc(Cl)ccc2c(=O)[nH]1)C(=O)COc1ccccc1Cc1ccccc1	-6	-4	i	0	-1	-13	2.1	-7	9	0
Cc1ccc(S(=O)(=O)N2CCN(C(=O)CSc3ccc(F)cc3)CC2)cc1	8	-3	i	-1	0	2	-1.4	-8	21	0
N/C(=N\OC(=O)c1cccc2ccccc12)c1ccc(Br)cc1	-7	2	i	-1	1	10	1.5	1	2	5
Cc1ccsc1-c1ccnc(-n2cccc2)n1	0	-2	i	-1	-2	-15	1.8	-25	20	-1
Cc1cc(NC(=O)CN2C(=O)NC(CCc3ccccc3)C2=O)no1 (stereo not drawn)	2	-4	i	14	-2	14	-0.5	-2	-2	-2
CCN=C1SC(CC(=O)Nc2ccc(C)cc2)C(=O)N1CC (stereo not drawn)	-1	-1	i	0	2	-4	-0.5	11	22	-1
O=C1c2cccc3cccc(c23)C(=O)N1CCCSc1ncn[nH]1	-28	-7	i	-1	1	-2	-1.1	-1	-6	6
CSCc1cc(N(C)C)nc(SCc2ccc(Cl)cc2Cl)n1	-1	21	i	1	-2	-17	4.8	5	7	-4
CC1Cc2cc(/C(O)=C3/C(=O)C(=O)N(CCN4CCOCC4)C3c3ccc(N(C)C)cc3)ccc2O1 (stereo not drawn)	12	6	i	4	0	13	2.2	-9	11	-2
CN(C(=O)c1cccnc1)c1nnc(-c2cnccn2)s1	-7	-4	i	2	6	0	-0.7	-5	5	4
CC(=O)Nc1ccc(NC(=O)c2cc[n+]([O-])cc2)cc1	-11	1	i	3	-4	1	0.6	-4	3	0
Cc1ccc(S(=O)(=O)c2nc(N3CCOCC3)sc2Cl)cc1	10	2	i	2	1	5	1.7	-5	16	1
Cc1cccc(C(=O)Nc2ccc(C(=O)N/N=C/c3ccco3)cc2)c1	0	4	i	21	-2	4	20	77*	9	72*
COC(=O)c1ccc(/C=C2\N=C(SC)SC2=O)cc1	-5	3	i	1	1	6	-0.8	-2	-3	-1
Cc1ccc(NC(=O)CSc2ccccc2NC(=O)c2ccccc2Cl)cc1Cl	7	-10	i	-3	-8	-4	3.5	90*	8	21
Cc1nnc(NC(=O)C2CCCN2S(=O)(=O)c2ccc(Cl)cc2)s1 (stereo not drawn)	2	0	i	-3	6	-4	-1.8	-2	-3	1
Nc1cc2c(cc1Cl)-c1ccccc1C2	0	5	i	-3	-5	4	0.8	-5	49*	-7
CC(C)n1cc(/C=N/NC(=O)COc2cccc3cccnc23)c2ccccc21	-1	6	i	1	2	-7	2.5	22	6	-12
CNc1oc(-c2ccc(F)cc2)nc1S(=O)(=O)c1ccccc1	-27	-16	i	-1	5	13	-0.5	-3	2	2
COc1ccc(CC(=O)N/N=C/c2cc([N+](=O)[O-])cc(Br)c2O)cc1	-24	9	i	0	6	-12	0.0	-4	-4	-3
COc1cc2cc(CN(CCCN3CCOCC3)C(=O)Nc3ccccc3F)c(=O)[nH]c2cc1OC	3	2	i	0	1	-6	-0.1	-8	-7	-3
Cc1ccc(OCC(=O)Nc2ccc(N3CCN(C(=O)c4ccco4)CC3)cc2)cc1	2	0	i	2	5	-5	0.7	8	9	-2
COCCNC(=O)c1ccc(CS(=O)(=O)c2cccc(C(F)(F)F)c2)o1	1	0	i	-4	-3	-2	-0.2	-5	9	0
COC(=O)Nc1ccc(S(=O)(=O)N2CCCCC2)cc1	1	-2	i	-6	-1	-6	-0.1	-5	-6	0
Cc1cc(C)c(C(=O)Cn2nc(C)c([N+](=O)[O-])c2C)cc1C	-1	-5	i	2	-3	-3	1.3	-1	-8	-2
Cc1cc(C(=O)NNC(=O)c2c(-c3c(Cl)cccc3Cl)noc2C)no1	4	2	i	-1	-2	5	-0.7	-7	-2	2
CC(c1ccncc1)C(C)c1ccncc1 (stereo not drawn)	2	-3	i	-2	-1	23*	-2.2	0	5	2
Cc1ccc(C(=O)OCC(=O)NCC(F)(F)F)cc1C	-3	-3	i	2	1	3	-0.6	-8	10	-1
COc1ccccc1OCCNC(=O)CCNC(=O)c1ccccc1Cl	-2	-7	i	-1	1	8	-1.8	-5	13	-1
O=C(Nc1cccc(C(=O)Nc2cccc(Br)c2)c1)c1ccccc1	5	5	i	-4	2	4	3.7	-18	23	-14
O=C(/C=C/c1ccc(Cl)cc1)Nc1cc(S(=O)(=O)N2CCOCC2)ccc1N1CCOCC1	-6	-5	i	5	0	-4	-0.1	-4	8	-2
c1ccc(Oc2ccc(-c3ccn[nH]3)cc2)cc1	-3	-4	i	-1	3	-14	1.6	-5	20	0
O=C(C/C=N/OCc1ccc(Cl)cc1Cl)c1ccc(Cl)cc1	-3	22	i	1	0	-23	1.5	-14	6	9
CN(C(=O)CSc1nnc(-c2c[nH]c3ccccc23)o1)C1CCS(=O)(=O)C1 (stereo not drawn)	3	-3	i	-4	0	-7	-1.0	-6	2	-1
CC1CCN(C(=O)c2nc[nH]c2C(=O)OCCNC(=O)OC(C)(C)C)CC1	-4	-1	i	2	-3	18	0.0	4	-8	2
CC(C)(C)c1ccc(C(=O)NCC(=O)NNC(=O)c2ccccc2O)cc1	2	3	i	-1	6	6	0.2	-10	1	3
CS(=O)(=O)N1CCN(c2nc(-c3ccc(F)cc3)cs2)CC1	-1	2	i	6	4	10	1.3	-5	6	-1
CC(C)Oc1cccc(C(=O)O)c1	5	4	i	3	1	-4	-1.5	-7	12	2
O=C(Cn1nc(-c2ccccc2F)ccc1=O)Nc1ccc(S(=O)(=O)N2CCCCCC2)cc1	-7	2	i	-5	6	4	2.2	-14	-1	-14
CCN1C(=O)[C@H]2[C@@H](c3ccc(C)cc3)N3C(=O)N(c4ccc(C)cc4)C(=O)[C@@]3(Cc3ccccc3)[C@H]2C1=O	3	6	i	1	-1	2	-0.1	-6	-1	2
COc1ccc2nc(NC(C)=O)sc2c1	1	-5	i	-2	2	-11	-0.4	-6	2	1
CN(C)S(=O)(=O)c1ccc(NC(=O)c2cccnc2)cc1	1	1	i	1	4	-5	0.6	1	11	-5
CCOc1cc(/C=C2/SC(=O)N(CC(=O)N3CCc4ccccc4C3)C2=O)ccc1OCC(=O)O	-5	21	i	2	-1	-50	-1.1	3	-14	0
O=C(c1cc(N2CCOCC2)c(F)cc1[N+](=O)[O-])N1CCOCC1	-19	-4	i	0	1	-6	0.4	2	-26	1

Copied from the results shown (14 entries):
SMILES	SUMO1 PPI mod	NadD inh	Rpn11 inh	STEP inh	MT1-MMP act inh	NRP1-CendR mod	LMPTP inh	Scp-1 inhibitor	SKN-1 inh	DNMT1 block
O=C(/C=C/c1ccc(Cl)cc1)Nc1cc(S(=O)(=O)N2CCOCC2)ccc1N1CCOCC1	-6	-5	i	5	0	-4	-0.1	-4	8	-2
c1ccc(Oc2ccc(-c3ccn[nH]3)cc2)cc1	-3	-4	i	-1	3	-14	1.6	-5	20	0
O=C(C/C=N/OCc1ccc(Cl)cc1Cl)c1ccc(Cl)cc1	-3	22	i	1	0	-23	1.5	-14	6	9
CN(C(=O)CSc1nnc(-c2c[nH]c3ccccc23)o1)C1CCS(=O)(=O)C1 (stereo not drawn)	3	-3	i	-4	0	-7	-1.0	-6	2	-1
CC1CCN(C(=O)c2nc[nH]c2C(=O)OCCNC(=O)OC(C)(C)C)CC1	-4	-1	i	2	-3	18	0.0	4	-8	2
CC(C)(C)c1ccc(C(=O)NCC(=O)NNC(=O)c2ccccc2O)cc1	2	3	i	-1	6	6	0.2	-10	1	3
CS(=O)(=O)N1CCN(c2nc(-c3ccc(F)cc3)cs2)CC1	-1	2	i	6	4	10	1.3	-5	6	-1
CC(C)Oc1cccc(C(=O)O)c1	5	4	i	3	1	-4	-1.5	-7	12	2
O=C(Cn1nc(-c2ccccc2F)ccc1=O)Nc1ccc(S(=O)(=O)N2CCCCCC2)cc1	-7	2	i	-5	6	4	2.2	-14	-1	-14
CCN1C(=O)[C@H]2[C@@H](c3ccc(C)cc3)N3C(=O)N(c4ccc(C)cc4)C(=O)[C@@]3(Cc3ccccc3)[C@H]2C1=O	3	6	i	1	-1	2	-0.1	-6	-1	2
COc1ccc2nc(NC(C)=O)sc2c1	1	-5	i	-2	2	-11	-0.4	-6	2	1
CN(C)S(=O)(=O)c1ccc(NC(=O)c2cccnc2)cc1	1	1	i	1	4	-5	0.6	1	11	-5
CCOc1cc(/C=C2/SC(=O)N(CC(=O)N3CCc4ccccc4C3)C2=O)ccc1OCC(=O)O	-5	21	i	2	-1	-50	-1.1	3	-14	0
O=C(c1cc(N2CCOCC2)c(F)cc1[N+](=O)[O-])N1CCOCC1	-19	-4	i	0	1	-6	0.4	2	-26	1

From PubChem BioAssay
